From PubChem
DDE Tn7 FP inh: inhibitors of Tn7 peptide binding to fibrin DD(E), primary screen, biochemical, fluorescence polarization, human fibrin, Tn7 probe | Fibrinogen beta chain (Homo sapiens), P02675 | FP displacement of FITC-Tn7 peptide from fibrin DD(E); 0% = median of compound wells per plate | inhibition, % at 8.3 µM | hit rate 0.13% among 370,000 | AID 720508, 2013;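 active = inhibition above the mean of compounds falling within the control limits plus 3 SD of them, cut at about 14% in these data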;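 also: 0% = plate median of compound wells and 100% = 10 µM Aha-Tn7 peptide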
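Assay system: human fibrin DD(E). Input: DD(E) 2 µM final. Medium: Tris buffer with calcium and detergent, pH 7.8. Compound dosing: single point at 8.3 µM. Timing: 10 min plus 3 h, room temperature. Technique: fluorescence polarization of the labelled Tn7 tracer. Read-out: percent inhibition. Replicates: singlicate testing.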
PLCg1 inh: PLC-gamma1 enzyme inhibitors, primary screen, biochemical, fluorescence, purified enzyme; 1-phosphatidylinositol 4,5-bisphosphate phosphodiesterase gamma-1 (Homo sapiens), P19174; fluorogenic substrate; inhibition, % at 12.2 µM; hit rate 0.84% among 370,000; AID 720700, 2013; in the data active = inhibition above about 9.5%
PLC-beta3 inh: human PLC-beta3 inhibitors, primary screen, biochemical, fluorescence | AID 720704, 2013 | hit rate 0.18% among 370,000 | 1-phosphatidylinositol 4,5-bisphosphate phosphodiesterase beta-3 (Homo sapiens), Q01970 | Purified PLC-beta3, fluorogenic substrate | inhibition, % at 12.2 µM; in the data active = inhibition above about 11%;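 also: 0% = median of compound wells on plate and 100% = full blocker control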
DDE Tn6 FP inh: inhibitors of Tn6 peptide binding to fibrin DD(E), primary screen, biochemical, fluorescence polarization, human fibrin, Tn6 probe; Fibrinogen beta chain (Homo sapiens), P02675; Fibrin DD(E) TRITC-Tn6 fluorescence polarization displacement; inhibition, % at 8.3 µM; AID 720509, 2013; hit rate 0.21% among 370,000;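 active = inhibition above a per-campaign cutoff: mean of compounds within control limits plus 3 SD, cut at about 15% in these data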;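 also: 0% = median of all compound wells on the plate and 100% = blocking peptide control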
KLK7 zymogen act: proKLK7 zymogen activators, primary screen, biochemical, fluorescence intensity. Kallikrein-7 (Homo sapiens), P49862. purified proKLK7, EDANS-DABCYL substrate fluorescence; 100% is mature enzyme control, 0% vehicle. activation, % at 7 µM. hit rate 0.9% among 370,000;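 active = activation above the mean of all tested compounds plus 3 SD, computed per campaign excluding outliers beyond control limits, cut at about 13% in these data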
ARFGAP1 inh: inhibitors of rat ARFGAP1 GAP activity, primary screen, biochemical, fluorescence polarization, GDP tracer | ADP-ribosylation factor GTPase-activating protein 1 (Rattus norvegicus), Q62848 | Arfgap1-stimulated ARF1 GTP hydrolysis, GDP FP detection | inhibition, % at 16.5 µM | hit rate 0.26% among 360,000 | AID 651572, 2012;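 active = inhibition above a per-plate limit, mean inhibition of low control wells plus 3 SD, cut at about 25% in these data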;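 also: 0% = DMSO wells with enzyme and 100% = wells lacking Arfgap1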
Target sequence (Q62848 1-136 limits assumed): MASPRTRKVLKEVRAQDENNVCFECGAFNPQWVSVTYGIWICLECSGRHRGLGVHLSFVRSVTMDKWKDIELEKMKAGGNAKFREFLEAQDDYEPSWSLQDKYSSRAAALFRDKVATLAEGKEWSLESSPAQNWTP
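Material: truncated rat Arfgap1 GAP domain; Incubation: compound-enzyme preincubation 20 min, reaction 120 min, detection 60 min, 25 °C; Read-out: percent inhibition of Arfgap1-stimulated GTP hydrolysis; Technique: FP, GDP Alexa 633 tracer displaced from anti-GDP antibody, 620/688 nm; Controls: No-Arfgap1 wells (100%) versus DMSO full-reaction wells (0%); Replication: single well per compound.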
UHRF1 MBD2 ctr: UHRF1 methylated DNA binding inhibitors, primary screen, counter-screen for MBD2 inhibitor project, biochemical, TR-FRET, human UHRF1, single concentration; UHRF1 binding to methylated oligo; E3 ubiquitin-protein ligase UHRF1 (Homo sapiens), Q96T88; inhibition, % at 4.4 µM; hit rate 0.75% among 370,000; in the data active = inhibition above about 21%;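 also: UHRF1 SRA domain binding a hemimethylated CpG hairpin DNA probe; 0% = median of test compound wells and 100% = reference inhibitor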
Target sequence (Q96T88 whole entry, looked up, the tested form may be a part): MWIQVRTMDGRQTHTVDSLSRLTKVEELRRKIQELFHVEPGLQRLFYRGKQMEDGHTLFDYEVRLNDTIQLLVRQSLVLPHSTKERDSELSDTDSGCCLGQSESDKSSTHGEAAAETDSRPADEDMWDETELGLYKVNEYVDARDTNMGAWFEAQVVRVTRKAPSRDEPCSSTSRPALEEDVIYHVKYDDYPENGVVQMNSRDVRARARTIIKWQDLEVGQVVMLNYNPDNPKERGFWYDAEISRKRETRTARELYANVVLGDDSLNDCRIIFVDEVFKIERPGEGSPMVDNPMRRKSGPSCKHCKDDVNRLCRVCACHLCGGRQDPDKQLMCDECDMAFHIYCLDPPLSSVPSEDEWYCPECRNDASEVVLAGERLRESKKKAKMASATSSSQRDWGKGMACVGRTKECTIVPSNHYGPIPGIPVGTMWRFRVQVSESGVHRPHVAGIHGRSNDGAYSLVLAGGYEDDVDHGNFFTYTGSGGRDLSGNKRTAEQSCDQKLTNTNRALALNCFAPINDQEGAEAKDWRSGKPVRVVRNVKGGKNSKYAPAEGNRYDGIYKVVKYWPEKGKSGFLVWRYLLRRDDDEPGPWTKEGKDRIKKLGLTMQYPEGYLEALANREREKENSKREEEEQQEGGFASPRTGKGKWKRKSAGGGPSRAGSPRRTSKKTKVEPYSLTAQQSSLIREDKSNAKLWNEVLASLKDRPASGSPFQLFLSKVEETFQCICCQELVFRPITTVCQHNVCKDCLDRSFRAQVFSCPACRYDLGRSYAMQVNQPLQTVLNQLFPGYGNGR
ASAP1 GAP inh: inhibitors of human ASAP1 ArfGAP activity, primary screen, biochemical, fluorescence polarization | Arf-GAP with SH3 domain, ANK repeat and PH domain-containing protein 1 (Homo sapiens), … | ASAP1-stimulated ARF1 GTP hydrolysis, GDP FP detection | inhibition, % at 16.5 µM | hit rate 0.19% among 360,000 | AID 624377, 2012; in the data active = inhibition above about 25%;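 also: 0% = vehicle with enzyme and substrate and 100% = no enzyme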
NR1D1 modulator: modulators of Rev-erb alpha DNA binding, primary screen, biochemical, FITC-DNA, fluorescence polarization, uHTS; Nuclear receptor subfamily 1 group D member 1 (Homo sapiens), P20393; Rev-erbα–FITC-DNA binding, 90 min; activity, % at 10 µM; hit rate 0.79% among 370,000; AID 1259318, 2017;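 active = activity above about 14%, limit read from the data; passing the limit was not always enough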;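 also: 0% = DMSO wells with 35 nM protein and 100% = DMSO wells with 750 nM protein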
sPLA2-III inh: human group III sPLA2 inhibitors, primary screen, biochemical, QFRET, BODIPY PC-A2 liposome substrate; hit rate 0.56% among 370,000; inhibition, % at 12.2 µM; QFRET BODIPY PC-A2 liposome hydrolysis, fluorescence; Group 3 secretory phospholipase A2 (Homo sapiens), Q9NZ20; AID 743126, 2013;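 active = inhibition above mean plus 3 SD of compounds lying within the high and low control bounds, cut at about 19% in these data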;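 also: 0% = median of test compound wells and 100% = no enzyme DMSO wells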
* hit, by the source's call; i = inactive. Compounds as they come. Share with any hit: about 4.5%.

SMILES | DDE Tn7 FP inh | PLCg1 inh | PLC-beta3 inh | DDE Tn6 FP inh | KLK7 zymogen act | ARFGAP1 inh | UHRF1 MBD2 ctr | ASAP1 GAP inh | NR1D1 modulator | sPLA2-III inh
O=C(Nc1nnc(-c2cccs2)o1)c1cccc(Oc2ccccc2)c1 | -4 | -18 | -34 | -3 | 0.0 | 0 | -4 | -11 | -3 | -4
COCCNc1nnc(Cc2ccc(Cl)cc2)c(=O)[nH]1 | -1 | -1 | 4 | 12 | 0.3 | 14 | -1 | 3 | 2 | -1
O=C1c2ccccc2/C(=C\c2ccc(Br)nc2)N1c1ccccc1 | -6 | -19 | -28 | -6 | 0.0 | -5 | -4 | 5 | -1 | -8
FC(F)(F)c1cnc(N2CCCN(C(=S)Nc3ccccc3)CC2)c(Cl)c1 | -3 | 0 | -5 | -2 | -0.4 | 6 | 2 | -14 | 1 | 5
Cc1ccccc1S(=O)(=O)Cc1ccc(C(=O)NC2CCCC2)o1 | -1 | 4 | -8 | 8 | -0.7 | 10 | 5 | -1 | -1 | 8
Cc1nc2ccc(NC(=O)N3CCSCC3)cc2s1 | -1 | -13 | -16 | 3 | -0.9 | -3 | -1 | 0 | 0 | 4
CN1CCN(c2nc3ccccn3c(=O)c2/C=C(\C#N)S(=O)(=O)c2ccc(Cl)cc2)CC1 | -8 | -99 | -148 | -3 | 0.3 | 6 | 6 | -10 | 1 | -9
CCc1cccc(C)c1NC(=O)C1CC(=O)N(C2CCCC2)C1 (stereo not given) | -18 | -1 | 1 | -6 | 0.3 | 1 | 13 | 9 | 7 | 7
CCc1oc(-c2ccc(OC)cc2)c(C(=O)OCCCCCO)c1C(C)OCCO (stereo not given) | 0 | -79 | -98 | -3 | 0.7 | 20 | -1 | 7 | -8 | -13
Cc1sc2nc(CSCC(=O)Nc3ccc(C(F)(F)F)cc3)[nH]c(=O)c2c1C | -1 | -27 | -50 | -10 | -0.1 | -4 | 0 | 3 | -5 | -10
O=C(O)c1ccc(N=C2NC(=O)C(CO)(CO)S2)cc1 | 9 | 1 | -6 | -5 | -0.3 | -4 | -1 | -11 | -5 | -1
NS(=O)(=O)c1cccc(NC(=O)CC23CC4CC(C2)CC(CC(=O)Nc2cccc(S(N)(=O)=O)c2)(C4)C3)c1 | -3 | 6 | -2 | -2 | 0.6 | 6 | 11 | 4 | -3 | -24
Cc1ccc(C(=O)Nc2nc(C(N)C(C)C)cs2)cc1 (stereo not given) | 6 | -1 | 0 | -9 | -0.1 | 13 | -3 | 8 | -4 | 8
NS(=O)(=O)OCc1ccc(C(F)(F)F)cc1 | 2 | 0 | 4 | -9 | -0.3 | -1 | -2 | -8 | 10 | 2
CCC(=O)c1ccc(OCC(=O)Nc2ccc(N3CCOCC3)cc2N2CCOCC2)cc1 | 5 | 1 | -5 | -3 | 0.1 | 5 | 1 | 3 | -4 | 4
CCOc1ccc(NC(=O)CSc2nnc(-c3ccccn3)n2C)cc1 | 1 | 3 | 4 | -1 | -0.5 | -15 | 0 | -7 | -1 | 0
Cc1ccnc(NCn2nnc3ccccc32)c1 | 8 | -4 | 2 | 7 | -0.3 | -5 | 0 | -11 | -2 | 5
Cc1ccc(Cn2nc(C)c(NC(=O)CSc3nc4c(c(C(F)(F)F)n3)CCc3ccccc3-4)c2C)cc1 | 4 | 0 | 0 | 6 | -0.2 | 12 | 4 | -3 | 45* | 5
COc1ccc(Nc2oc(-c3ccccc3)nc2C#N)cc1 | -2 | -107 | -154 | 0 | -1.9 | -8 | 2 | 1 | -1 | -3
COc1ccc(NC(=O)CN2CCC(NC(=O)C3CCCCC3)CC2)cc1 | 1 | -3 | 0 | 1 | -0.2 | 2 | 4 | 0 | 0 | 4
Cc1ccc2sc(N3CCN(C(=O)C4=COCCO4)CC3)nc2c1C | -9 | 6 | -3 | 6 | -0.2 | 12 | 0 | 5 | -7 | -16
O=C(c1cc2c(ccc3ccccc32)o1)N1CCN(c2ncc(C(F)(F)F)cc2Cl)CC1 | 1 | 6 | 8 | 7 | -0.2 | 9 | -1 | 7 | 2 | 8
CC(=O)c1ccc(-c2cnc3c(NC=O)cc(-c4ccc(C(=O)NC5CC5)cc4)cn23)cc1 | 1 | -432 | i | -3 | -18 | -5 | -6 | 12 | -5 | -2
Cc1cc(C)cc(NS(=O)(=O)c2cnc(Cl)c(Cl)c2)c1 | -3 | 4 | 0 | -6 | 0.1 | -8 | 1 | 12 | -1 | -21
CCOC(=O)C1CCCN(S(=O)(=O)c2nc3nc(C)cc(C)n3n2)C1 (stereo not given) | 0 | 1 | -3 | 9 | 0.0 | 2 | 0 | 13 | 0 | -2
c1n[nH]c(SCCCCSc2ncn[nH]2)n1 | -3 | 2 | 1 | -3 | 0.0 | -1 | 2 | 0 | -5 | 4
CC(=O)Nc1ccc(NC(=O)c2c([N+](=O)[O-])c(C(C)(C)C)nn2C)cc1 | -14 | 4 | -5 | -3 | 0.4 | 4 | 2 | 7 | -2 | -4
Cc1ccc(S(=O)(=O)N2CCOCC2)cc1C(=O)OC1CCCCC1=O (stereo not given) | -1 | 5 | -1 | 4 | 0.2 | 7 | 1 | -4 | 5 | -1
C=C(c1ccc2nc(NC(=O)OC)[nH]c2c1)c1cccs1 | -2 | -7 | -7 | -3 | -1.0 | 6 | 2 | -10 | -4 | 10
COc1ccc(Cl)cc1NC(=O)Cn1nnc(C(=O)NCCc2ccc(OC)c(OC)c2)c1N | -2 | 4 | -2 | -3 | 0.6 | 17 | 1 | 4 | -8 | -7
COC(=O)c1c(C)cc(OC(C)=O)c(C)c1OC(C)=O | -2 | -1 | 1 | -4 | -0.1 | 5 | -2 | 2 | 0 | 0
Cc1c(Cl)cccc1N=Cc1ccc([N+](=O)[O-])s1 | 5 | 1 | -1 | 5 | -0.3 | 2 | -2 | -1 | 8 | 1
COc1ccc(OC)c(NC(=O)c2ccc3c(=O)n(CCc4ccccc4)c(=S)[nH]c3c2)c1 | -6 | 2 | 2 | -1 | -0.2 | 15 | 1 | 4 | 2 | 5
COc1ccc(N2CCN(C(=O)CCc3nnc4ccc(N5CCCC5)nn34)CC2)cc1 | -9 | -1 | -9 | -10 | -0.3 | 12 | 2 | -3 | 4 | 10
O=C(/C=C/c1c(F)cccc1Cl)Nc1ccncc1 | -2 | 2 | 2 | -2 | 0.6 | 9 | 4 | 2 | 4 | 10
C[C@H](CO)N1C[C@H](C)[C@@H](CN(C)CC2CCCCC2)Oc2ccc(NC(=O)Cn3cnnn3)cc2C1=O | -1 | 1 | -2 | 1 | 0.8 | 9 | 0 | -8 | 0 | 3
COc1ccc(-n2c(C)csc2=S)cc1 | 0 | 2 | -1 | 3 | 0.2 | 6 | -1 | -16 | -8 | 4
C[C@@H]1[C@H](O)C[C@@]23COC(=O)C2=CCC[C@@H]3[C@@]1(C)CC/C(=C/CO)CO | -3 | 4 | 9 | 0 | 1.6 | 6 | -2 | -12 | 6 | 0
CC1=CC(C)(C)NC(=S)N1c1cccc(Cl)c1 | 3 | -1 | 1 | -2 | -0.3 | 2 | 1 | -15 | 19 | 6
CCOC(=O)Nc1nnc(Cc2ccc(Cl)c(Cl)c2)s1 | -1 | 0 | 4 | 2 | -0.3 | 9 | 0 | 11 | -4 | -6
O=S(=O)(c1cc(F)ccc1F)N1CCN(C2CCCCC2)CC1 | -1 | 1 | -1 | -5 | -0.1 | 4 | -1 | -17 | -7 | -6
Cc1cc(S(=O)(=O)N2CCOCC2)ccc1OCC(=O)NCCCn1ccnc1 | -1 | 0 | -5 | -5 | 0.9 | 13 | 1 | 1 | 4 | 10

Molecules listed so far containing an aryl methoxy group (7):
SMILES | DDE Tn7 FP inh | PLCg1 inh | PLC-beta3 inh | DDE Tn6 FP inh | KLK7 zymogen act | ARFGAP1 inh | UHRF1 MBD2 ctr | ASAP1 GAP inh | NR1D1 modulator | sPLA2-III inh
CCc1oc(-c2ccc(OC)cc2)c(C(=O)OCCCCCO)c1C(C)OCCO (stereo not given) | 0 | -79 | -98 | -3 | 0.7 | 20 | -1 | 7 | -8 | -13
COc1ccc(Nc2oc(-c3ccccc3)nc2C#N)cc1 | -2 | -107 | -154 | 0 | -1.9 | -8 | 2 | 1 | -1 | -3
COc1ccc(NC(=O)CN2CCC(NC(=O)C3CCCCC3)CC2)cc1 | 1 | -3 | 0 | 1 | -0.2 | 2 | 4 | 0 | 0 | 4
COc1ccc(Cl)cc1NC(=O)Cn1nnc(C(=O)NCCc2ccc(OC)c(OC)c2)c1N | -2 | 4 | -2 | -3 | 0.6 | 17 | 1 | 4 | -8 | -7
COc1ccc(OC)c(NC(=O)c2ccc3c(=O)n(CCc4ccccc4)c(=S)[nH]c3c2)c1 | -6 | 2 | 2 | -1 | -0.2 | 15 | 1 | 4 | 2 | 5
COc1ccc(N2CCN(C(=O)CCc3nnc4ccc(N5CCCC5)nn34)CC2)cc1 | -9 | -1 | -9 | -10 | -0.3 | 12 | 2 | -3 | 4 | 10
COc1ccc(-n2c(C)csc2=S)cc1 | 0 | 2 | -1 | 3 | 0.2 | 6 | -1 | -16 | -8 | 4
